# Assay outcomes deposited in PubChem BioAssay by National Center for Advancing Translational Sciences (NCATS).
# NPC1 prom act: qHTS Assay for NPC1 Promoter Activators | Huh7 NPC1 promoter luciferase reporter, 24 h | Potency, µM (highest dose often 9.22 µM), without a hit: top-dose activation, most hits filed as activators | hit rate 2.4% among 320,000 | AID 485313, 2010;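 note: potency is the fitted concentration of half-maximal effect; % of control where 0% means no effect; nearly all actives have a fitted effect of over 60% in size; reporter is driven by a mutant NPC1 promoter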
#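 Readout is luciferase luminescence, reflecting NPC1 promoter activation in stably transfected Huh7 cells after 24 h compound exposure at 37 °C in reduced-serum medium with 10% FBS.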
# Tb PFK inh: qHTS Assay to Find Inhibitors of T. brucei phosphofructokinase; Potency, µM (top dose mostly 57.5 µM), for the others: at the top dose activity, negative = inhibition, actives largely listed as inhibitors; T. brucei PFK, ADP-Glo luminescence; hit rate 0.17% among 330,000;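 note: potency is the fitted concentration of half-maximal effect; 0% = uninhibited 1x PFK enzyme wells and -100% = no-enzyme wells; nearly all actives have a fitted effect of over 60% in size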
#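 ADP-Glo luminescence quantified ADP after 45 min at room temperature, with 1.25 nM T. brucei PFK, 0.1 mM ATP and 0.5 mM fructose-6-phosphate in pH 8.0 TEA buffer. qHTS titrations up to 57 µM; curves classified by quality.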
# ELG1 genotox: qHTS screen for small molecules that induce genotoxicity in human embryonic kidney (HEK293T) cells expressing luciferase-tagged ELG1. HEK293T ELG1-luciferase reporter, luminescence, 16 h. Potency, µM (series often up to 46 µM), inactives show top-dose activity change, positive = activation, most hits filed as activators. hit rate 1.3% among 330,000. AID 504466, 2011; note: potency is the fitted concentration of half-maximal effect; % of control where 0% means no effect; nearly all actives have a fitted effect of over 60% in size
#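 ELG1-luciferase HEK293T cells, 2,000/well; compound pinned in; 16 hr, 37 °C, 5% CO2; ONE-Glo, 30 min RT; luminescence on CCD imager.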
# p53 reactivator: qHTS assay for re-activators of p53 using a Luc reporter | H1299 p53-A138V BP100-luciferase reporter, luminescence, 24 h | Potency, µM (titrated, usually from 92.2 µM), without a hit: at the top dose activity change, positive = activation, hits mostly activators | hit rate 0.063% among 320,000 | AID 504706, 2011; note: potency is the fitted concentration of half-maximal effect; % of control where 0% means no effect; nearly all actives have a fitted effect of over 45% in size
#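 H1299 (p53-null), stable ts p53-A138V + BP100-Luc; 1000 cells/well, Opti-MEM/10% FBS; cpd 4 pt, 1:5; 24 h, 37 deg C, 5% CO2; detection reagent 10 min RT; luminescence.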
# FLuc counter: qHTS profiling assay for firefly luciferase inhibitor/activator using purifed enzyme and Km concentrations of substrates (counterscreen for miR-21 project); Luciferin 4-monooxygenase (Photinus pyralis), P08659; purified FLuc, Km substrates, luminescence inhibition; Potency, µM (titrated, usually from 57.5 µM), for the others: top-dose activity change, negative = inhibition, most hits filed as inhibitors; hit rate 6.9% among 360,000; AID 588342, 2011;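 note: potency is the fitted concentration of half-maximal effect; plate controls were vehicle for no effect and reference inhibitor for full effect; nearly all actives have a fitted effect of over 55% in size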
#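 Biochemical qHTS of compounds, final roughly 60 µM downward over six points, against 10 nM purified firefly luciferase using Km concentrations of substrates (10 uM D-luciferin, 10 uM ATP) in Tris acetate pH 7.5 buffer; luminescence output.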
# Gal4-VP16 FLuc: VP16 counterscreen qHTS for inhibitors of ROR gamma transcriptional activity; hit rate 3.5% among 310,000; Potency, µM (titrated, usually from 53.6 µM), inactives show at the top dose activity, negative = inhibition, most hits filed as inhibitors; Drosophila S2 Gal4-VP16 UAS-luciferase, luminescence, 20 h; AID 2546, 2010;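 note: Gal4-VP16 expression switched on by copper sulfate through the metallothionein promoter; potency is the fitted concentration of half-maximal effect; % is set by controls: 0 for no effect and ±100 for the full control effect; nearly all actives have a fitted effect of over 50% in size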
# Rab9 promoter act: qHTS Assay for Rab9 Promoter Activators | Huh7 Rab9 promoter-luciferase reporter, luminescence, 24 h | Potency, µM (highest dose often 9.22 µM), for inactives: at the highest dose activation, negative = inhibition, actives largely listed as activators | hit rate 2.8% among 320,000; note: potency is the fitted concentration of half-maximal effect; % of control where 0% means no effect; nearly all actives have a fitted effect of over 60% in size
#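 Luminescence from Amplite-detected luciferase (10 minutes, ambient) reports Rab9 promoter activation. Before that, stable Rab9-luciferase Huh7 cells (1500/well, reduced-serum OP-MEM I plus 10% FBS) were exposed to compound for 24 hours at 37C.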
# TRPV1 agonist: HTS Assay for Compounds that Act as Agonists of the Vanilloid Receptor 1; activation, % at 8.33 µM; hit rate 0.19% among 320,000; Transient receptor potential cation channel subfamily V member 1 (Homo sapiens), Q8NER1; TRPV1-expressing cells, Fluo-8 calcium influx, agonist mode; in the data active = activation above about 80%; inconclusive = between about 30% and that limit; note: 0% is about no effect
# Target sequence (Q8NER1 whole entry, looked up): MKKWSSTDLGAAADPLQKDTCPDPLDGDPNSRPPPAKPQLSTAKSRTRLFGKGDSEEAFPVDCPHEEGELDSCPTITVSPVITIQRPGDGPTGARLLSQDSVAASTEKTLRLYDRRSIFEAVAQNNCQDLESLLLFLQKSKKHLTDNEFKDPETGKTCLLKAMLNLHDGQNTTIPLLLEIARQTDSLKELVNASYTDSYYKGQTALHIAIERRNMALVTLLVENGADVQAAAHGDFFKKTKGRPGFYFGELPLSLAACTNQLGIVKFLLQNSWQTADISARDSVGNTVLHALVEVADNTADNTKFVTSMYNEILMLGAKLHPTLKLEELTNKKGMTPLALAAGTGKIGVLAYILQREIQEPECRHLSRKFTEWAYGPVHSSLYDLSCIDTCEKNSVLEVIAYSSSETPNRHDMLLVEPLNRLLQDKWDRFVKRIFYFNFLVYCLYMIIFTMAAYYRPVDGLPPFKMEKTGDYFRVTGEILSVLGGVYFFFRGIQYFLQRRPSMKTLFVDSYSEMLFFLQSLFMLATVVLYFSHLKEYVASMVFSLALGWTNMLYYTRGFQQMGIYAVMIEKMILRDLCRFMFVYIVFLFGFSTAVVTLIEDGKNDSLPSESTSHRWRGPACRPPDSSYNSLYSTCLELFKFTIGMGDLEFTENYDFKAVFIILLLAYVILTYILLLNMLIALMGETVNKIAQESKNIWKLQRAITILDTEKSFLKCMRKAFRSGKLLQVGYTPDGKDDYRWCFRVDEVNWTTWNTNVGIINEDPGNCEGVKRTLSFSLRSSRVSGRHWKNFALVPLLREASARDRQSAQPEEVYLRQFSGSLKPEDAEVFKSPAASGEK
#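 Fluo-8 calcium influx in TRPV1-expressing cells, kinetic read (ex 480/em 520 nm). Compound added and read 3 min for agonist activity, followed by capsaicin at EC20 final and 2 min further read for enhancement.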
# BRCA1 expr up: qHTS Assay to Identify Small Molecule Activators of BRCA1 Expression | MCF7-BRCA1-FFLuc reporter, luminescence, 48 h; response scale: scaled: vehicle 0%, 10 µM genistein 100% | Potency, µM (titrated, usually from 46.1 µM), for the others: top-dose activation, actives largely listed as activators | hit rate 1.1% among 380,000; note: potency is the fitted concentration of half-maximal effect; nearly all actives have a fitted effect of over 80% in size; some results filed as inactive show a strong effect at the top dose
#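 Luminescence from a BRCA1-driven firefly luciferase in MCF7 cells was read after 48 h compound exposure at 37 C. Data normalized against DMSO and a 10microM genistein activation control, then curve-fitted across the titration.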
# RORgamma inh: qHTS for inhibitors of ROR gamma transcriptional activity | Nuclear receptor ROR-gamma (Mus musculus), P51450 | Drosophila S2 Gal4-RORgamma UAS-luciferase reporter, 20 h | Potency, µM (series often up to 53.6 µM), for inactives: at the top dose activity change, negative = inhibition, usual class: inhibitors | hit rate 5.4% among 310,000 | AID 2551, 2010; note: potency is the fitted concentration of half-maximal effect; % is set by controls: 0 for no effect and ±100 for the full control effect; nearly all actives have a fitted effect of over 60% in size
#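 A Gal4/UAS one-hybrid system in insect cells: metallothionein-promoter Gal4–ROR gamma fusion plus Photinus luciferase reporter. Copper sulfate 700 uM final, 20 hr ambient incubation, luminescent detection after 10 min with reagent.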
# ELG1 DNA repair: qHTS screen for small molecules that inhibit ELG1-dependent DNA repair in human embryonic kidney (HEK293T) cells expressing luciferase-tagged ELG1; hit rate 2.3% among 330,000; HEK293T ELG1-luciferase reporter, luminescence, 16 h; DNA damage induced by 5-fluorouridine; Potency, µM (series often up to 46.1 µM), without a hit: top-dose activity change, negative = inhibition, hits mostly inhibitors; note: potency is the fitted concentration of half-maximal effect; % is set by controls: 0 for no effect and ±100 for the full control effect; nearly all actives have a fitted effect of over 55% in size
#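 In this reporter screen, reduction of luminescence relative to DMSO vehicle indicated activity. Compounds and 5-fluorouridine were added together to 2,000 cells per well, incubated for 16 hr at 37 °C, then developed with ONE-Glo.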
# * hit, by the source's call; ? = inconclusive; . = no result given; [ ] = another dose, or the depositor's remark. Unless noted, calls come from the whole dose curve; as a rule, active = well fitted curve in the direction sought with a large enough effect; inconclusive = small, poorly fitted or top-dose-only effect, or another doubt; inactive = no such curve, though single readings can be large; an effect the other way counts as inactive or inconclusive.
SMILES,NPC1 prom act,Tb PFK inh,ELG1 genotox,p53 reactivator,FLuc counter,Gal4-VP16 FLuc,Rab9 promoter act,TRPV1 agonist,BRCA1 expr up,RORgamma inh,ELG1 DNA repair
C=CCc1cc(C=O)cc(OC)c1OCc1c(Cl)cccc1Cl,-0.5%,4.4%,-6.3%,-4.1%,-1.2%,-4.7%,-1.9%,-1.4,-28.8%,40.5%,-24.4%
CCn1c(SCC(=O)Nc2sc3c(c2C#N)CCCC3)nnc1-c1ccco1,-1.2%,-5.1%,-3.9%,-7.3%,-6.3%,5.9%,-6.9%,-6.9,-57.9%,2.9%,?
Cc1cc(C)c(C)c(S(=O)(=O)N2CCC(C(=O)OCC(=O)N3c4ccccc4NC(=O)C3(C)C)CC2)c1C,-0.5%,?,-3.3%,-2.7%,0.8%,-8.3%,0.0%,-5.0,10.8%,2.9%,-27.3%
O=C(COc1ccc(Cl)cc1Cl)NCCCN1CCOCC1,-2.6%,-2.8%,-2.1%,34.7%,0.0%,-2.5%,5.0%,-0.3,-4.2%,7.2%,-2.9%
O=S(=O)([N-]c1nc2ccccc2nc1-[n+]1ccc(Cc2ccccc2)cc1)c1ccc(Br)s1,0.4%,1.0%,-2.6%,-14.4%,0.0%,?,-2.4%,3.3,-80.9%[inhibitor],-25.8%,?
COc1ccccc1NC(=O)CC1S/C(=N/N=C2\CCCc3ccccc32)NC1=O (centres undefined),-6.2%,7.7%,-0.9%,-3.3%,?,5.9%,-0.1%,15.2,0.0%,7.9%,?
O[C@@H](CNC[C@H](O)c1ccccc1)c1ccccc1,22.0%,-6.8%,0.6%,-5.8%,0.8%,19.2%,-4.8%,2.4,1.7%,0.1%,2.3%
COc1cccc(NC(=O)C2C3C=CC4(O3)C2C(=O)N(CCCN2CCC(C)CC2)C4C(=O)NC2CCCCC2)c1 (centres undefined),-3.5%,-4.0%,-1.8%,1.8%,-2.4%,4.4%,0.0%,-2.7,-12.1%,-20.1%,3.3%
O=C(COC(=O)C1(c2cccc(F)c2)CCCC1)NCc1ccc2c(c1)OCO2,-2.7%,-3.8%,-5.8%,0.2%,2.9%,-23.9%,1.5%,26.8,26.5%,?,-25.6%
CC(=O)Nc1ccc(S(=O)(=O)C(C#N)c2nc3ccccc3nc2NCCN2CCOCC2)cc1 (centres undefined),1.2%,1.3%,3.7%,-5.4%,-2.8%,-8.1%,-3.8%,-6.8,3.7%,18.7%,10.5%
CCN(C(=O)C1CCCCC1)c1nnc(-c2cccnc2)s1,9.5%,-4.1%,3.2%,-3.9%,-3.6%,-8.0%,-0.5%,23.3,1.4%,33.7%,-15.1%
c1ccc(Cc2noc(CN3CCN(CCOc4ccccc4)CC3)n2)cc1,0.4%,-1.0%,-2.8%,-0.2%,-1.4%,-4.9%,-0.4%,10.0,-3.7%,-0.1%,-6.6%
COc1cc(OC)cc(C(=O)NCC(=O)OCC(=O)NC2CCCc3ccccc32)c1 (centres undefined),.,1.1%,0.7%,-7.8%,.,.,.,.,-2.8%,.,5.0%
C=CCc1c(C)nc(N)[nH]c1=O,0.0%,3.8%,0.3%,-1.1%,-2.4%,-23.0%,1.8%,1.8,-6.6%,?,2.5%
CC(C)(C)NC(=O)CN(C(=O)CN1C(=O)C(=O)c2ccccc21)C(C)(C)C,0.2%,-10.0%,-10.7%,0.4%,0.6%,3.8%[10 µM],-9.9%,13.5,-24.2%,-4.8%,3.3%
COc1ccc(C(=O)NCC(O)COc2ccc(C(C)(C)C)cc2)cc1[N+](=O)[O-] (centres undefined),-6.3%,-8.9%,-6.0%,-1.7%,-18.5%,?,-11.5%,18.5,.,-5.2%[10 µM],?
Cc1ccc(-n2nc(C)c3c(C)onc3c2=O)cc1,-6.8%,-3.3%,0.1%,0.7%,-1.6%,-21.4%,-2.1%,.,-0.3%,-0.6%,?
O=S(=O)(NCC(c1ccc2c(c1)OCO2)N1CCOCC1)c1ccc(Cl)cc1 (centres undefined),-3.7%,-1.3%,0.7%,0.3%,-1.7%,.,-5.6%,20.3,-9.2%,.,5.8%
COc1ccc(-c2cc(C3CCN(CC(O)C(F)(F)F)CC3)[nH]n2)cc1 (centres undefined),6.4%,0.9%,-3.2%,-5.9%,?,0.5%,1.3%,1.9,-13.2%,-0.4%,-2.3%
O=C(CN1CCN(Cc2ccccc2)CC1)Nc1nc2ccccc2s1,1.2%,0.3%,-5.8%,-2.2%,4.9%,2.8%,-4.1%,0.7,0.0%,1.0%,-0.4%
O=C(CCCN1C(=O)/C(=C/c2ccc3c(c2)OCO3)SC1=S)Nc1cccc(C(=O)O)c1,12.0%,-2.8%,?,19.7%,?,-2.5%,3.1%,4.2,-71.4%,2.7%,?
CS(=O)(=O)N(CC(=O)N1CCCCCC1)c1ccc(Br)cc1,-2.4%,0.1%,-2.7%,13.9%,-0.8%,3.3%[0.365 µM],-6.6%,0.5,5.6%,-20.1%,3.3%
Cc1ccc(-c2nn(C)c(=O)c3ccccc23)cc1S(=O)(=O)N1CCOCC1,-4.0%,-1.4%,?,9.8%,0.3%,3.7%,-0.5%,5.5,-20.0%,23.3%,?
COC(=O)CN1C(=S)N(c2ccc(OC)cc2)C(=O)/C1=C/c1cccs1,-2.6%,1.8%,0.3%,-0.6%,-1.5%,-3.8%,-15.1%,-0.7,-31.8%,11.8%[10 µM],14.3%
Cc1coc(=N)n1CC(=O)c1ccc(Cl)cc1,1.2%,-2.8%,2.2%,3.3%,-3.0%,-9.4%,-3.0%,10.9,3.5%,-11.9%,13.1%
Cc1ccc(-c2cn(CCN)c(-c3ccncc3)n2)cc1,5.3%,-12.8%,0.7%,2.6%,-2.1%,.,9.5%,-0.5,0.2%,.,13.2%
Cc1sc2nc(C)n(/N=C/c3ccc(O)cc3O)c(=O)c2c1C,-3.2%,-1.6%,5.6%,0.3%,-2.4%,0.8%,-2.0%,29.1,-22.2%,0.6%,2.6%
O=C(OCCN1CCCCC1)c1ccc(Cl)cc1,0.5%,-3.8%,-2.8%,3.3%,?,-1.7%,16.5%,-3.3,0.7%,?,7.5%
Cc1ccc(S(=O)(=O)N2CCN(C(=O)COC(=O)c3ccccn3)CC2)c(C)c1,-3.2%,-1.6%,2.5%,3.0%,2.7%,.,-0.5%,-3.8,-9.0%,.,-9.3%
CC(C)NC(=O)/C(C#N)=C/c1ccc(N(C)C)o1,13.0%,1.7%,?,8.2%,-19.1%,25.4%,17.5%,4.3,62.5%,42.7%,?
COc1ccc(C(=O)Nn2cnc3ccccc3c2=O)c(OC)c1,2.24µM*,6.4%,?,12.2%,?,1.7%,2.51µM*,-1.5,8.91µM*,-26.1%,?
O=C(O)CCn1cc(/C=C2/NC(=S)N(c3ccccc3)C2=O)c(-c2ccccc2)n1,-3.1%,4.0%,0.4%,-0.8%,-17.8%,?,3.0%,-5.1,17.3%,14.3%,2.6%
CN1CCN(c2nc3c(c(=O)[nH]c(=O)n3C)n2Cc2cccc(Br)c2)CC1,-6.4%,-1.5%,5.9%,6.8%,0.5%,-11.1%,7.8%,4.6,-15.5%,-25.0%[1.91 µM],1.3%
S=C1NC(c2ccccc2)=NCN1c1ccc(Br)cc1,11.1%,-2.0%,11.9%,3.8%,?,20µM*,17.7%,-2.3,17.3%,8.91µM*,?
COc1ccc(C(=O)Nc2cc(C(C)=O)c(/C=C/N(C)C)oc2=O)cc1,-2.9%,-5.1%,-0.3%,8.2%,?,-3.7%,4.3%,11.3,40.6%,9.7%,-6.8%
O=C(NCC(=O)N(Cc1ccccc1)C(C(=O)NC1CCCC1)c1ccco1)c1ccco1 (centres undefined),-1.8%,-0.7%,2.6%,1.3%,6.8%,0.7%,-1.9%,12.3,-16.5%,7.3%,-5.1%
